# PGE2 EP2 inh – human EP2 receptor antagonists, primary screen, TR-FRET cAMP, C6 glioma cells | Prostaglandin E2 receptor EP2 subtype (Homo sapiens), P43116 | C6 glioma cells expressing human EP2; cells stimulated with saturating PGE2 | inhibition, % at 25 µM | 260,000 tested, 0.52% active | AID 1422, 2008;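 active = percent inhibition above 40 after rounding to a whole number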;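 also: rat C6 glioma host cells with rolipram phosphodiesterase inhibitor present; the protocol text gives 20 µM as final concentration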
# Target sequence (P43116 whole entry, looked up): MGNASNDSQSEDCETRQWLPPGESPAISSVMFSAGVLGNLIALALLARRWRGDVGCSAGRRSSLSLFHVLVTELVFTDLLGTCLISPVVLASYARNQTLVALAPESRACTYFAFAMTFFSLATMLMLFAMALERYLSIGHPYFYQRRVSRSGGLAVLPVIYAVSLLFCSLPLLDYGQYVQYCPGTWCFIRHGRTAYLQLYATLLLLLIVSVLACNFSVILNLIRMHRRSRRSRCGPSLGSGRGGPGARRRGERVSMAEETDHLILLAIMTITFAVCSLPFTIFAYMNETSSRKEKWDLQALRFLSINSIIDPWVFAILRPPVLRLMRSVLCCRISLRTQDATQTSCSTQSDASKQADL
# EP2 mod – EP2 receptor modulators, cAMP readout, primary screen, cell-based, HTRF cAMP, PGE2 stimulation | Prostaglandin E2 receptor EP2 subtype (Homo sapiens), P43116 | EP2-expressing cells, cAMP HTRF FRET, PGE2 co-stimulation | induction, % at 25 µM | 260,000 tested, 0.83% active | AID 940, 2007;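 active = compounds whose cAMP rise, as percent of the full-agonist control response, exceeds 60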;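 also: rat C6 glioma line stably carrying human EP2 under a CMV promoter; the protocol text gives 20 µM as final concentration; 100% = response of wells given 1 µM PGE2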
# PPC-1+TRAIL kill – compounds killing PPC-1 cancer cells with TRAIL present, primary screen, TRAIL potentiator project, ATPLite luminescence, uHTS | PPC-1 cells + TRAIL, ATPLite viability luminescence | cell killing (% activity), % at 4 µM | 220,000 tested, 0.41% active | AID 1443, 2008;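 active = cell killing above 50% in the first pass at 4 µM, then a duplicate retest at 5 µM averaging 50% or more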;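 also: plate controls were cells with TRAIL plus DMSO for no effect and medium-only wells lacking cells for full effect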
# Active calls of the source: *; · = no result given. An excerpt; rates above refer to the full screens.
structure	PGE2 EP2 inh	EP2 mod	PPC-1+TRAIL kill
C=CCn1cnc2c(c1=O)c1nc3ccccc3nc1n2/N=C/c1cccc(OC)c1OC	·	·	-3
Cc1ccc2nc3c(cc(C#N)c(=N)n3CC3CCCO3)c(=O)n2c1 (stereo unspecified)	·	·	-15
Cc1nc(SCC(=O)c2c(C)[nH]c3ccccc23)c2c(=O)n(C)c(=O)n(CC(C)C)c2n1	·	·	6
Cc1cc(C)nc(SCCn2c(N3CCC(C)CC3)nc3c2c(=O)n(C)c(=O)n3C)n1	·	·	12
Cc1c(/C(O)=C2\C(=O)C(=O)N(CCCN(C)C)C2c2ccncc2)cnn1-c1ccccc1 (stereo unspecified)	·	·	10
CCCN1CCC(N2CCN(c3ccccc3OC)CC2)CC1	·	·	4
Cc1cccn2c(=O)c3cc(C#N)c(=O)n(Cc4cccnc4)c3nc12	·	·	-10
O=C(O)[C@H]([C@H]1NCCS1)N1C(=O)c2ccccc2C1=O	12	-9	·
O=C(c1cc2sc3ccccc3c2s1)N1CCCCC1	10	-80	·
COc1cc(CN[C@@H]2CCC(=O)N[C@H]2c2cc(F)cc(F)c2)cc(OC)c1OC	2	-32	·
CCC(=O)Nc1nnc(SCC(=O)Nc2ccc(Br)cc2Cl)s1	6	-27	·
O=C(OCCN1CCCCC1)c1cccs1	3	19	·
CCc1ccccc1N1CC(O)=C(c2nc3ccccc3c(=O)[nH]2)C1=N	12	-111	·
CCCC(=O)Nc1cnc(NC(=O)C(C)C)cc1C	12	14	·
CCCn1c(SCC(=O)Nc2cccc(C)c2)nc2c1c(=O)n(C)c(=O)n2C	23	20	·
O=C(Nc1cccc(O)c1)c1ccc(NC(=O)c2ccco2)cc1	16	-67	·
CC1CCc2c(sc3nc(SCC(=O)NCc4ccc5c(c4)OCO5)[nH]c(=O)c23)C1 (stereo unspecified)	1	5	·
O=C(O)c1c2c(nc3ccc(F)cc13)CCCC2	10	17	·
O=C(c1ncoc1-c1ccc(F)cc1)N1CCC2(CC1)C(=O)NCN2c1ccccc1	7	-7	·
CCC(=O)N(C)Cc1cc2cc(OC)ccc2[nH]c1=O	12	-27	·
COCCn1c(SCC(=O)Nc2ccc(F)cc2)nnc1-c1ccco1	19	-2	·
COc1ccc2[nH]c(=O)c(CN(Cc3ccccc3)C(c3nnnn3C3CCCC3)C(C)C)cc2c1 (stereo unspecified)	7	39	·
Cc1ccc2c(c1)N(CC(=O)c1ccc(Cl)cc1)C(=O)C(C)O2 (stereo unspecified)	14	7	·
CCn1c(SCC#N)nnc1-c1ccc(Cl)cc1	6	-4	·

# Of the compounds above, these contain fluorine:
structure	PGE2 EP2 inh	EP2 mod	PPC-1+TRAIL kill
COc1cc(CN[C@@H]2CCC(=O)N[C@H]2c2cc(F)cc(F)c2)cc(OC)c1OC	2	-32	·
O=C(O)c1c2c(nc3ccc(F)cc13)CCCC2	10	17	·
O=C(c1ncoc1-c1ccc(F)cc1)N1CCC2(CC1)C(=O)NCN2c1ccccc1	7	-7	·
COCCn1c(SCC(=O)Nc2ccc(F)cc2)nnc1-c1ccco1	19	-2	·

# Additional results follow.
structure	PGE2 EP2 inh	EP2 mod	PPC-1+TRAIL kill
COC(=O)c1c(NC(=O)C(C)C)sc(C(=O)NC2CCCCC2)c1C	9	-10	·
O=S1(=O)C=CC(NCc2ccccc2)C1 (stereo unspecified)	11	-9	·
O=C(Nc1nn[nH]n1)c1nc(-c2ccccc2)cc(=O)[nH]1	55*	20	·
Oc1ccc(Cl)c2cccnc12	8	-4	·
Cc1nn(CC(=O)N2CCCCC2C)c(=O)c2cc3occc3n12 (stereo unspecified)	2	-16	·
NC(=O)C1CCN(C(=O)CN2CCc3ccccc3C2)CC1	14	12	·
O=C(NC12CC3CC(CC(C3)C1)C2)N1CCC(n2nnc3cc(C(F)(F)F)ccc32)CC1	12	41	·
COC(=O)CC(=O)CSc1nc(C)cc(C(F)(F)F)c1C#N	16	-23	·
CCn1ncc(C(=O)O)c1C	5	1	·
O=C(NC1CCCC1)C(c1ccc(Cl)cc1)N(C(=O)c1ccco1)c1ccc2c(c1)OCO2 (stereo unspecified)	13	9	·
Nc1nc(SCC(=O)N(CCO)CCO)nc2sc3c(c12)CCCC3	6	-23	·
COc1cc(C(=O)NCC2CCN(C(C)C)CC2)c2ccccc2n1	0	-49	·
Cn1c(O)c(C=Nc2ccccc2)n(C)c1=S	15	-42	·
CCCc1cc(=O)[nH]c(Nc2nc(C)c3cc(C)ccc3n2)n1	9	-37	·
CCC(=O)Nc1ccc(NC(=O)c2ncoc2-c2ccc(F)cc2)cc1C	12	-23	·
O=C(Nn1cnnc1)c1ccc(Cl)cc1	14	-27	·
CC(=O)Nc1oc2ccc(Cl)cc2c1Cl	7	-5	·
COc1ccc(N2CCN(CC(=O)N3CCCCC3)CC2)cc1	15	19	·
CCOc1cccc(N2C(=O)/C(=C/c3ccccc3O)C(=O)NC2=S)c1	6	-36	·
O=C(CN1CCC(n2cnc3cc(C(F)(F)F)ccc32)CC1)Nc1cccc(Cl)c1	16	-61	·
Cc1ccc2cc(C#N)c(SCC(=O)Nc3ccc(Br)cc3)nc2c1	9	2	·
O=C(Nc1nnc(C2CCCC2)s1)c1ccccc1F	17	-58	·
Cc1cccc(N(CC(=O)N2CCc3ccccc3C2)S(C)(=O)=O)c1	14	35	·
Cc1c(Cl)cccc1NC(=O)CSc1nc(-c2ccco2)cc(C(F)(F)F)n1	2	-50	·
CCn1c(SCC(=O)Nc2ccc(C(C)=O)cc2)nnc1-c1ccco1	11	-26	·
COC(=O)[C@H]1[C@@H]2C[C@H]3c4[nH]c5ccccc5c4CCN3C[C@H]2CC[C@@H]1O	41*	10	·
O=C(Cn1c(-c2cccs2)cc2cccnc21)NCCCCn1ccnc1	5	-47	·
CCOc1ccc2[nH]cc(C(=O)NCCN(CC)CC)c(=O)c2c1	7	-23	·
CC1CCCC(C)N1C(=O)Cn1nc(-c2ccco2)cc(N)c1=O (stereo unspecified)	9	-16	·
CCn1c(=O)c2c(nc(SCC(=O)c3cccc(OC)c3)n2C)n(C)c1=O	2	-47	·
CCc1nc(SCC(=O)Nc2ccccc2OC)n[nH]1	10	-8	·
O=C(Nc1c(F)c(F)cc(F)c1F)c1nc2ncccn2n1	10	-32	·
Cc1cccc(C2NC(C(=O)O)CS2)c1 (stereo unspecified)	10	-43	·
COc1ccc2[nH]c(=O)c(CN(Cc3ccco3)C(=S)NCC3CCCO3)cc2c1 (stereo unspecified)	9	-3	·
CC(C)C(=O)NNC(=O)c1cccs1	8	-8	·
Cc1ccc(C(C)C)cc1S(=O)(=O)NC1CC(C)(C)NC(C)(C)C1	11	-80	·
O=C1C(Cl)=C(Nc2ccc(S(=O)(=O)Nc3ccccn3)cc2)C(=O)c2ccccc21	107*	-63	·
CCOc1ccc(C(=O)N(CC)Cc2cc3cc(C)ccc3[nH]c2=O)cc1	10	-42	·
Cc1cc(-c2cc(C)c(O)c(C(C)(C)C)c2)cc(C(C)(C)C)c1O	8	2	·
C=CCn1c(SCC(=O)Nc2ccc(F)cc2)nc2sc(C)c(C)c2c1=O	14	-33	·
O=C(CSc1ncnc2sc3c(c12)CCCC3)NCc1ccc2c(c1)OCO2	11	12	·
Cc1ccc(NC(=S)N(Cc2ccco2)Cc2cc3c(C)ccc(C)c3[nH]c2=O)c(C)c1	10	18	·
Cc1ccc2[nH]c(=O)c(CN(CCCO)C(=S)NC(C)c3ccccc3)cc2c1 (stereo unspecified)	13	-37	·
Cc1cccc2cc(CN(C(=O)Nc3ccccc3F)C3CCCC3)c(=O)[nH]c12	9	-14	·
O=C(O)CSCC(=O)N1CCCc2ccccc21	10	-19	·
CCOc1cc(NC(=S)NCc2ccco2)c(OCC)cc1NC(=O)c1ccccc1	6	54	·
CC1=C2C(=CO[C@H](C)[C@H]2C)C(=O)C(C(=O)O)=C1O	14	4	·
COc1ccc(CNc2nc3ccccc3n2CCN2CCOCC2)cc1OC	9	46	·
CC(=O)Nc1ccc(-c2nn3c(C)nnc3s2)cc1	10	-21	·
Cc1cc(=O)oc2cc(OC(=O)c3ccccc3Br)ccc12	10	12	·
CCc1cc2cc3c(cc2nc1SCC(=O)Nc1cc(C)ccc1C)OCO3	20	60	·
COCC(C)NC(=O)C(C)Sc1nc(-c2ccccc2)cc(C(F)(F)F)n1 (stereo unspecified)	21	-97	·
O=C1C(=O)N(CCNCCO)C(c2cccnc2)/C1=C(/O)c1ccccc1 (stereo unspecified)	13	-2	·
O=C(O)[C@@H]1CCc2ccc3ccccc3c2[C@H]1c1cccc2ccccc12	35	32	·
Cn1nnnc1NCc1ccccc1	8	7	·
O=C(O)C1C(C(=O)O)C(C(=O)O)C1C(=O)O (stereo unspecified)	10	18	·

# (list continues)
structure	PGE2 EP2 inh	EP2 mod	PPC-1+TRAIL kill
O=C(Nc1cccc2ccccc12)c1ccc(NC(=O)c2cccs2)cc1	8	-30	·
Cc1ccccc1-n1c(SCC(=O)NC(C)(C)C)nnc1-c1ccccn1	17	1	·
CCN(CC)C(=O)CSc1nnc(COc2ccc(Cl)c(C)c2)o1	18	-16	·
Cc1ccc2nc3c(cc2c1)CN(Cc1ccco1)C(=O)CO3	1	-24	·
CCCOC(=O)c1cccc(NC(=O)COc2ccc3c(C)cc(=O)oc3c2)c1	17	-7	·
CCn1c(COc2ccc(OC)cc2)nnc1SCC(=O)Nc1cc(C)cc(C)c1	24	18	·
CC1CCc2c(sc(NC(=O)CSc3nnc4c(n3)[nH]c3ccccc34)c2C#N)C1 (stereo unspecified)	8	-28	·
COc1ccc(CNC(=O)CSc2nc(N)c3c(C)c(C)sc3n2)cc1	8	5	·
Cc1ccc(C(C(=O)NC2CCCC2)N(Cc2cccnc2)C(=O)Cc2cccs2)o1 (stereo unspecified)	8	4	·
COc1cccc(NC(=O)C2CCN(c3nc4ccccc4n3C)CC2)c1	3	-43	·
O=C(CCc1nc2ccccc2[nH]c1=O)OCc1ccc(Br)cc1	10	-26	·
CNC(=O)c1cc2c(=O)n3ccccc3nc2n(Cc2ccc(C)cc2)c1=N	10	-1	·
CCCOc1c(CN2CCC(O)(c3ccc(C)cc3)CC2)cccc1OC	8	-17	·
O=C1Nc2ccc(S(=O)(=O)Nc3ccccc3Cl)c3cccc1c23	16	-36	·
O=C(CSc1nc2ccccc2[nH]1)NCCOc1ccc(Cl)cc1	6	-95	·
CC(=O)Nc1ccc2c(C)cc(C(F)(F)F)nc2n1	4	-12	·
Oc1ccc([S+]2CCCCC2)cc1	8	-14	·
CC(=O)C1=C(O)C(=O)N(CC#N)C1c1ccc(C(C)C)cc1 (stereo unspecified)	17	8	·
COCCn1nnnc1C(c1ccccn1)N1CCc2ccccc2C1 (stereo unspecified)	8	8	·
COCC(C)NC(=O)CSc1nc(-c2ccc(OC)cc2)cc(C(F)(F)F)n1 (stereo unspecified)	22	-116	·
CCOC(=O)CNC(=O)CSc1nnc(-c2ccco2)n1CCCOC	6	-45	·
O=C(CCSc1nc(-c2ccco2)cc(C(F)(F)F)n1)N1CCCCC1	8	-70	·
CCOc1ccc2[nH]c(=O)c(CN(C(=O)Nc3ccccc3OC)C3CCCCC3)cc2c1	7	-16	·
O=c1[nH]c(N2CCCC2)nc2c1CCN(Cc1c(F)cccc1F)C2	2	-34	·

# Individual results from the entries so far.
# PGE2 EP2 inh result of `O=C(Nc1nn[nH]n1)c1nc(-c2ccccc2)cc(=O)[nH]1` = 55*
# PGE2 EP2 inh result of `CC(=O)Nc1ccc(-c2nn3c(C)nnc3s2)cc1` = 10

# Next structures follow:
structure	PGE2 EP2 inh	EP2 mod	PPC-1+TRAIL kill
O=C(CN(CC1CCCO1)C(=O)CNS(=O)(=O)c1ccc(F)cc1)NC1CCCC1 (stereo unspecified)	15	-14	·
CC1(C)S[C@H]2[C@H](C(=O)O)N=C(Cc3ccccc3)N2[C@H]1C(=O)O	18	-9	·
O=S(=O)(NCC1CC1)c1ccc(S(=O)(=O)N2CCCC2)cc1	11	-25	·
CN(C)S(=O)(=O)c1ccc(S(=O)(=O)N2CCN(c3nc4ccccc4s3)CC2)cc1	8	-7	·
Cn1c(CNC(=O)c2ccc(Cl)c(Cl)c2)n[nH]c1=S	11	-6	·
COc1cccc(Cn2cc(C(=O)NCCN3CCCCCC3)nn2)c1	4	-9	·
Cc1cc(C)c(S(=O)(=O)N(Cc2cc3cc(C)c(C)cc3[nH]c2=O)CC2CCCO2)c(C)c1 (stereo unspecified)	10	15	·
COc1ccccc1N=C1Sc2nc3cc4c(cc3cc2CN1CC1CCCO1)OCO4 (stereo unspecified)	9	10	·
CC(=O)c1cccc(NC(=O)CSc2nc3c(C)c(C)ccc3cc2C#N)c1	20	35	·
COc1ccc(OC)c(S(=O)(=O)N2CCC(C(=O)Nc3ccccc3Cl)CC2)c1	9	-58	·
Cn1c(=O)[nH]c(=O)c2c1nc(Br)n2CC(O)COc1cccc2ccccc12 (stereo unspecified)	13	-44	·

# Bioassay records from PubChem BioAssay.
